SRC2 inh = inhibits human steroid receptor coactivator 2 | hit rate 0.17% among 370,000 | Q15596 | HEK293 GAL4-SRC2 luciferase reporter, luminescence | inhibition, % at 9 µM;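 active means inhibition above the mean inhibition of all tested compounds plus 3 SD, set per campaign, cut at about 52% in these data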;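 further: 0% = DMSO treated cells and 100% = cells given Gossypol at 36 µM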
NOD2 RIPK2 PPI = NOD2-RIPK2 protein interaction inhibition | O43353 | CHO BLA complementation NOD2-RIPK2, CCF4 ratio | inhibition, % at 4.98 µM | hit rate 0.38% among 360,000; in the data active means inhibition above about 21%;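 further: 0% = vehicle only and 100% = reference blocker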
TLR9-MyD88 inh = blocks human TLR9 binding to MyD88. CHO BLA complementation TLR9-MyD88, CCF4 FRET ratio. inhibition, % at 4.98 µM. hit rate 0.21% among 340,000. Q9NR96+Q99836;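 active means inhibition above the mean over all tested compounds plus 3 SD, cut at about 21% in these data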;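 further: 0% = DMSO only wells and 100% = clavulanate BLA inhibitor control wells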
TROY NFkB inh = TROY signaling inhibition; Q293 LMP1-TROYcd NF-kB luciferase reporter, 4 h; hit rate 0.98% among 360,000; inhibition, % at 10 µM;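 active means compounds whose plate-normalised and pattern-corrected inhibition of the luciferase reporter signal at the single screening dose is 50% or more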
NR2F2 inh = inhibitors of human COUP-TFII (NR2F2); P24468; HEK293T NGFI-A luciferase reporter, luminescence; inhibition, % at 8.6 µM; hit rate 0.7% among 370,000; AID 686940;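 active means inhibition above a per-plate cutoff, mean inhibition of test wells between control levels plus 3 SD, cut at about 38% in these data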;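 further: cells cotransfected with COUP-TFII expression vector driving the NGFI-A reporter; 0% = median of COUP-TF2 test wells and 100% = reporter-only cells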
Target sequence (P24468 whole entry, looked up): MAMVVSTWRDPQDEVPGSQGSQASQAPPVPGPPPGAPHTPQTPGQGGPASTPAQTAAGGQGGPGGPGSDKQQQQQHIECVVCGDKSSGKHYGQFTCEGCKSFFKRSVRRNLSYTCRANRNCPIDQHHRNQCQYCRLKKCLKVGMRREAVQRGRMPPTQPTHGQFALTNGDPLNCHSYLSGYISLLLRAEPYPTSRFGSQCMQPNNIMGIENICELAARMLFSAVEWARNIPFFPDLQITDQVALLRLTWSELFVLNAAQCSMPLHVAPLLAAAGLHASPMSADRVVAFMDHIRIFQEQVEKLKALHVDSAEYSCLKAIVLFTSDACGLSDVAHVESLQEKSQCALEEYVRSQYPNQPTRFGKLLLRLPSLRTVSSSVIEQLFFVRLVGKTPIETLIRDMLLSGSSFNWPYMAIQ
LMP1 NFkB inh = reduces LMP1-driven NF-kappaB luciferase signal. AID 504558. LMP1-induced NF-kappaB luciferase reporter cells, luminescence. inhibition, % at 12.5 µM. hit rate 0.69% among 350,000; in the data active means inhibition above about 41%; inconclusive means no clear call, values can overlap the other calls;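 further: 0% = neutral control wells and 100% = reference inhibitor control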
TRAIL sens C8 = sensitizes caspase-8 expressing cells to TRAIL; NB7+C8 cells + TRAIL, ATPlite viability luminescence; inhibition (viability loss, TRAIL sensitization), % at 10 µM; hit rate 1% among 360,000; AID 624354;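 active means compounds causing at least 50% loss of cell viability in the single-dose screen, relative to plate controls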
SRC3 inh = inhibitors of human steroid receptor coactivator 3 (SRC3) | hit rate 0.17% among 360,000 | inhibition, % at 3.6 µM | HEK293 GAL4-SRC3 luciferase reporter, luminescence | AID 588352;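 active means inhibition above a per-campaign cutoff, the mean of all compounds plus 3 SD, cut at about 60% in these data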;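 further: 0% = DMSO-treated cells and 100% = gossypol-treated cells at 36 µM; higher means less SRC3-driven luciferase light from the GAL4 reporter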
NR5A2 inv ag = inverse agonists of human LRH-1 (NR5A2); inhibition, % at 3.6 µM; HEK293T StAR-luciferase reporter, LRH-1 transfected, 24 h; hit rate 0.13% among 360,000;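 active means inhibition above the mean inhibition of all tested compounds plus 3 SD, cut at about 73% in these data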;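 further: 0% = DMSO wells and 100% = reporter-only cells lacking LRH-1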
Target sequence (O00482 whole entry, looked up): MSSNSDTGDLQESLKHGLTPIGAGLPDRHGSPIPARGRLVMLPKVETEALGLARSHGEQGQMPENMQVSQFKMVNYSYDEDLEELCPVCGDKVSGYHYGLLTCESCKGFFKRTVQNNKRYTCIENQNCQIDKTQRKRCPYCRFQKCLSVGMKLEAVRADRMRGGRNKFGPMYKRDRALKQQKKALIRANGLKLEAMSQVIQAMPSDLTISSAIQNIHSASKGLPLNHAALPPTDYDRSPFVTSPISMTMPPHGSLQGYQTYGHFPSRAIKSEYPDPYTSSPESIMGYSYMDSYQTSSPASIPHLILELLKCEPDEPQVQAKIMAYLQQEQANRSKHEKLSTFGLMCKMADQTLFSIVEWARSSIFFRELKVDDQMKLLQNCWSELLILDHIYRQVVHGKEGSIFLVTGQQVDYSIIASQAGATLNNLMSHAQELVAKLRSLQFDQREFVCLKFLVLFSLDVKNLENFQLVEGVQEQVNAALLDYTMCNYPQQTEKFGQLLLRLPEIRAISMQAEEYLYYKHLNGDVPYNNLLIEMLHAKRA
Vif inh = HIV Vif inhibition. inhibition, % at 7.49 µM. HEK293T cells, Vif self-association by quenched fluorescence, imaging, 24 h. hit rate 0.35% among 340,000; in the data active means inhibition above about 50%, passing the limit was not always enough; inconclusive means no clear call, values can overlap the other calls; inactive means below about 31%; further: some results filed as inactive read as strong as hits
SRC1 inh = inhibits human SRC1 coactivator; Q15788; HEK293 GAL4-SRC1 luciferase reporter, luminescence; inhibition, % at 3.6 µM; hit rate 0.12% among 360,000;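 active means inhibition above the campaign mean plus 3 SD, with each screening campaign given its own cutoff, cut at about 60% in these data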;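 further: 0% = DMSO treated cells and 100% = gossypol at 36 µM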
Active calls of the source: *; ? = inconclusive; nt = not tested or not shown. Only part of the results is shown, so the mix of outcomes need not match the whole.

Structure | NR2F2 inh | TLR9-MyD88 inh | NOD2 RIPK2 PPI | LMP1 NFkB inh | SRC1 inh | TRAIL sens C8 | TROY NFkB inh | SRC3 inh | Vif inh | NR5A2 inv ag | SRC2 inh
Nc1ccc2nc(CCc3ccccc3)[nH]c2c1 | -36 | -21 | -1 | 59* | -42 | 14 | -29 | -26 | 9 | -23 | -18
Cc1ccc(C(=O)NCc2ccc3c(c2)OCO3)cc1S(=O)(=O)N1CCOCC1 | 5 | 2 | -9 | -1 | 3 | 3 | 19 | 10 | -1 | 7 | -4
COc1ccc(Br)cc1S(=O)(=O)n1ccnc1 | 6 | 9 | -4 | -9 | 10 | -2 | 6 | 7 | 5 | 7 | 16
CC(C)CN(C(=O)COC(=O)C12CC3CC(CC(O)(C3)C1)C2)C1CCS(=O)(=O)C1 (stereo not drawn) | 4 | 5 | 4 | 21 | -3 | 6 | 1 | 17 | 0 | -7 | 0
CC(CNC(=O)Cn1cnc2c(NCc3ccccc3)ncnc21)c1ccccc1 (stereo not drawn) | -7 | -1 | 7 | 0 | -9 | -8 | -6 | -21 | nt | -2 | -6
Cc1ccc(S(=O)(=O)N(C)C[C@@H]2Oc3ncc(C#CCC(C)C)cc3C(=O)N([C@H](C)CO)C[C@H]2C)cc1 | -7 | -7 | -3 | 0 | -14 | 7 | 8 | -4 | 1 | -3 | -2
COC(=O)C1=C(C)NC(=O)/C1=C\c1cc(C)n(-c2ccc(F)cc2)c1C | 5 | -2 | 0 | -6 | 3 | 2 | 2 | 4 | -2 | -4 | 10
CCOc1ccc(N2CC(C(=O)Nc3cccc(S(=O)(=O)N4CCCC4)c3)CC2=O)cc1 (stereo not drawn) | -14 | 1 | 1 | 8 | -3 | -14 | -1 | 4 | nt | 31 | 11
COc1ccc(NC(=O)C2CCC(CNc3c(N4CCOCC4)c(=O)c3=O)CC2)cc1Cl (stereo not drawn) | -1 | -3 | -4 | 4 | -7 | -6 | -12 | 19 | 7 | 1 | 16
O=C(c1cc(-c2ccccc2O)on1)N1CCc2ccccc2C1 | -6 | -3 | 2 | -6 | -23 | 5 | -5 | -8 | 4 | -16 | -30
Cc1cc(NC(=O)c2ccccc2)ccc1NC(=O)Cc1ccccc1 | 10 | 7 | -5 | -5 | 21 | 12 | -9 | -2 | ? | -15 | -1
C1CCN(CCCNC2C3CC4CC(C3)CC2C4)C1 (stereo not drawn) | -6 | -6 | -5 | 4 | 5 | -11 | 1 | 17 | -2 | 7 | -27
CC(=O)Oc1ccc(/C=C(\NC(=O)c2ccco2)C(=O)NCc2ccco2)cc1 | -7 | 8 | -1 | 7 | 3 | 10 | 3 | -7 | -6 | 16 | -8
Cc1cc(=O)oc2c(CN3CC(C)OC(C)C3)c(O)c(Cl)cc12 (stereo not drawn) | 4 | -5 | -3 | 3 | -21 | -1 | 4 | 4 | 0 | 9 | 5
O=C1NC(=Nc2ccc(Cl)cc2)SC1Cc1cc(Cl)ccc1Cl (stereo not drawn) | -14 | 0 | -4 | -5 | 18 | 12 | 50 | -8 | -17 | 6 | 12
CC(=O)/C(=N/Nc1ccccc1)Sc1nnc(CCc2ccccc2)n1-c1ccccc1 | -6 | 0 | 7 | 5 | 10 | 0 | 6 | 15 | -6 | -1 | 15
c1ccc(-c2nc(-c3ccco3)n3ccccc23)cc1 | -19 | -1 | -3 | 0 | -19 | -1 | -8 | 6 | -7 | -5 | -2
CC[C@H]1O[C@H](C)CC2=C1C(=O)OC(C)(C)O2 | 11 | nt | -18 | nt | nt | -4 | 1 | nt | nt | 6 | -1
Cn1c(=O)c2sccc2n2c(CCCC(=O)NCc3ccco3)nnc12 | 1 | -19 | -12 | nt | -1 | 5 | -1 | 15 | 2 | 12 | 14
O=C(CSc1nnc(NC(=O)c2cccc(F)c2)s1)NCC1CCCO1 (stereo not drawn) | -14 | -9 | -12 | -3 | -20 | 36 | -19 | -26 | nt | -35 | -15
CC1CCCCN1C(=S)Nc1ccc2nc3n(c(=O)c2c1)CCCCC3 (stereo not drawn) | -22 | -6 | -5 | 3 | -32 | -5 | -4 | -5 | -18 | -20 | -2
c1ccc2c3c([nH]c2c1)CCNC3 | 7 | 4 | -10 | -13 | -19 | -8 | 18 | -7 | 1 | -3 | -32
COc1cc(C(=O)NCCOc2cccc(C)c2)c(Br)c(OC)c1OC | 1 | -1 | -9 | -3 | 2 | -3 | -7 | 20 | -11 | -2 | 2
COc1cc(CC(=O)NCc2cccs2)cc(OC)c1OC | 6 | -9 | -12 | 1 | 4 | -17 | 6 | 3 | -17 | -4 | -12
O=C(Cc1cc(=O)oc2cc(O)ccc12)NCC1CCC(C(=O)O)CC1 (stereo not drawn) | 10 | 0 | 3 | 7 | 0 | -3 | -16 | 7 | 34 | -5 | 4
CC(C)C[C@@H](CSc1ccccc1)N1CCN(CCc2ccccc2)CCC1=O | -1 | 8 | 17 | -3 | -14 | -1 | -41 | -9 | -5 | -21 | -19
O=C(CNc1cc(S(=O)(=O)N2CCOCC2)ccc1NCC1CCCO1)Nc1ccc(C(F)(F)F)cc1 (stereo not drawn) | 8 | -7 | -15 | -3 | -9 | 7 | 11 | 8 | -13 | 14 | -30
COc1ccc(OC2CCN(S(=O)(=O)c3cccc(F)c3)CC2)cc1 | 3 | 4 | -11 | 1 | 5 | 8 | -6 | -22 | -1 | 10 | 15
Oc1c(Cl)cc(Cl)cc1CNc1nccs1 | 0 | 3 | -4 | -2 | -1 | -15 | 6 | -2 | -3 | -11 | -17
CCOC(=O)c1cccc(NC(=O)CCS(=O)(=O)c2ccc(Br)s2)c1 | 2 | 9 | 6 | 6 | -12 | -5 | -4 | 8 | -13 | 0 | -26
CCc1nc2ccccc2c(C(=O)OCc2nc3ccccc3c(=O)[nH]2)c1C | 3 | -6 | -10 | -10 | 1 | -6 | 30 | -14 | -6 | -7 | -29
CC1CCCN(C(=O)CSc2nnc(-c3ccncc3)n2C)C1 (stereo not drawn) | -2 | 5 | 8 | -4 | 2 | -1 | 20 | -19 | nt | 3 | 12
COc1ccc(NC(=O)Cn2ccc(C(F)(F)F)n2)cc1S(=O)(=O)N1CCOCC1 | -8 | -7 | -8 | -8 | 14 | -8 | 7 | 0 | 4 | 1 | 14
CNCc1cc(Cl)cc(OC)c1OC(C)C | -16 | 0 | 7 | 1 | 6 | 5 | -1 | 9 | nt | 11 | 12
NS(=O)(=O)c1ccc(CNC(=O)/C=C/c2cccc(Cl)c2)cc1 | 6 | -2 | -9 | 7 | 2 | -7 | -1 | 11 | -2 | 1 | -1
Cc1ccccc1-c1nc(CS(=O)(=O)CC(=O)NC2CC2)c(C)o1 | -2 | -3 | -1 | 3 | -42 | 8 | -15 | -4 | -1 | 0 | 7
COC(=O)c1ccc(OC)c(CSc2nnc(COc3ccccc3)o2)c1 | -5 | -11 | -4 | -1 | -19 | -2 | -14 | -11 | -4 | -12 | 3
COc1ccccc1NC(=O)CSc1nc2nccnc2c(=O)n1Cc1cccs1 | 11 | 9 | -2 | -1 | -13 | -6 | 5 | 15 | 0 | 7 | -1
CSCCCNC(=S)N(C)CC(=O)Nc1ccc(C)cc1 | -3 | -4 | -14 | -10 | 7 | -2 | -6 | 26 | -15 | 8 | 3
COc1ccc(C(=O)NNS(=O)(=O)c2ccccc2)cc1 | -26 | -3 | 4 | 1 | -21 | 4 | -29 | 5 | -7 | -6 | 8
CC(C)=CC(=O)OCC(=O)Nc1ccc(Cl)cc1 | -8 | -3 | 2 | -10 | -19 | -2 | -37 | 22 | 9 | 28 | -20
CC(C)CC(=O)Nc1ccc(C(=O)Cn2nc(C(=O)O)c3ccccc3c2=O)cc1 | 10 | -8 | -10 | 2 | -2 | -7 | nt | -5 | -8 | 3 | -10
COc1ccccc1C(=O)NCCC(=O)N(C)Cc1ccc(C)o1 | 4 | 1 | -1 | -1 | -10 | -12 | 2 | -7 | -9 | -32 | 6
O=C(OCC(=O)N1CCN(c2ccccc2)CC1)c1cccc([N+](=O)[O-])c1 | 0 | -3 | -8 | 4 | 8 | -6 | 9 | 1 | nt | -3 | -3
COC(=O)CSc1nnc(CNC(=O)c2ccccc2OC)n1C | 11 | 6 | -6 | -1 | -3 | 2 | -12 | -4 | 4 | 8 | -21
COCCCn1c(SCC(=O)NNC(=O)c2cccc(O)c2)nnc1-c1ccncc1 | 15 | -6 | -2 | 3 | 6 | -29 | 4 | 1 | 3 | -6 | -20
O=C(CCCCCN1C(=O)c2ccccc2C1=O)NCc1ccccn1 | -2 | 4 | -3 | 6 | 0 | -1 | -8 | 17 | 15 | -6 | 3
CC(=O)Nc1ccc(S(=O)(=O)N2CCN(C(=O)CCC3CCCC3)CC2)cc1 | -1 | 7 | 5 | 8 | -6 | -15 | -7 | 24 | nt | 20 | 2
Cc1ccc(-c2csc(C3=C(O)CN(NC(=O)c4ccc([N+](=O)[O-])cc4)C3=N)n2)cc1 | 8 | -3 | -17 | 5 | -16 | 1 | -29 | 10 | 15 | 1 | -27
CN1C(=O)/C(=N/OC(=O)c2ccccc2Br)c2ccccc21 | -16 | 1 | 1 | 12 | -1 | -3 | -1 | -4 | 8 | 4 | -5

New compounds follow.
Structure | NR2F2 inh | TLR9-MyD88 inh | NOD2 RIPK2 PPI | LMP1 NFkB inh | SRC1 inh | TRAIL sens C8 | TROY NFkB inh | SRC3 inh | Vif inh | NR5A2 inv ag | SRC2 inh
N#C/C(C(=O)N1CCOCC1)=C1/SC(Cc2ccccc2Cl)C(=O)N1c1ccccc1 (stereo not drawn) | 7 | -9 | -12 | -10 | 4 | 0 | -24 | 12 | 0 | 5 | 16
O=c1[nH]c(C2CCN(S(=O)(=O)c3ccccc3F)CC2)nc2c1nnn2Cc1ccc(OC(F)(F)F)cc1 | -39 | -14 | -1 | -12 | -7 | 3 | 40 | -14 | -8 | 15 | 6
c1ccc(CCC2CCCCN2Cc2cn[nH]c2-c2cc3ccccc3o2)nc1 (stereo not drawn) | 12 | -4 | 3 | 6 | -5 | 1 | 10 | 16 | 2 | 13 | -26
CCOc1ccc(-c2cc(C(=O)N3CCC(C)CC3)c3ccccc3n2)cc1 | 7 | -2 | -3 | 4 | 1 | 54* | -36 | 6 | -2 | 12 | -32
CCOC(=O)[C@]12CCC=C1N(Cc1ccco1)C(=O)[C@H](CC(=O)NCCCOC)C2 | -7 | nt | 16 | nt | nt | -1 | 6 | nt | nt | -1 | -9
COC(=O)c1sc(=S)n(-c2ccccc2)c1N | 13 | -4 | -2 | 0 | -3 | -29 | 11 | -8 | 7 | 1 | 7
COc1ccc(S(=O)(=O)N(n2c(C)nnc2-n2nc(C)cc2C)S(=O)(=O)c2ccc(OC)cc2)cc1 | nt | -8 | -10 | -10 | -5 | -6 | -4 | 17 | 8 | 11 | nt

From PubChem BioAssay
